# RBX1-CUL1 inh: human ROC1-CUL1 E3 ligase inhibition. P62877+Q13616. in vitro K48 di-Ub FRET, acceptor:donor ratio, 45 min. actives 0.6% (n = 140,000). inhibition, % at 10 µM; in the data active = inhibition above about 25%
# Target sequence (P62877 whole entry, looked up): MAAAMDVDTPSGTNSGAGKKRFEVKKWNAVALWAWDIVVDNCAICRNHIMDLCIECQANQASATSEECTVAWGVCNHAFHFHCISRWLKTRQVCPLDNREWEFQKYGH
# Target sequence (Q13616 whole entry, looked up): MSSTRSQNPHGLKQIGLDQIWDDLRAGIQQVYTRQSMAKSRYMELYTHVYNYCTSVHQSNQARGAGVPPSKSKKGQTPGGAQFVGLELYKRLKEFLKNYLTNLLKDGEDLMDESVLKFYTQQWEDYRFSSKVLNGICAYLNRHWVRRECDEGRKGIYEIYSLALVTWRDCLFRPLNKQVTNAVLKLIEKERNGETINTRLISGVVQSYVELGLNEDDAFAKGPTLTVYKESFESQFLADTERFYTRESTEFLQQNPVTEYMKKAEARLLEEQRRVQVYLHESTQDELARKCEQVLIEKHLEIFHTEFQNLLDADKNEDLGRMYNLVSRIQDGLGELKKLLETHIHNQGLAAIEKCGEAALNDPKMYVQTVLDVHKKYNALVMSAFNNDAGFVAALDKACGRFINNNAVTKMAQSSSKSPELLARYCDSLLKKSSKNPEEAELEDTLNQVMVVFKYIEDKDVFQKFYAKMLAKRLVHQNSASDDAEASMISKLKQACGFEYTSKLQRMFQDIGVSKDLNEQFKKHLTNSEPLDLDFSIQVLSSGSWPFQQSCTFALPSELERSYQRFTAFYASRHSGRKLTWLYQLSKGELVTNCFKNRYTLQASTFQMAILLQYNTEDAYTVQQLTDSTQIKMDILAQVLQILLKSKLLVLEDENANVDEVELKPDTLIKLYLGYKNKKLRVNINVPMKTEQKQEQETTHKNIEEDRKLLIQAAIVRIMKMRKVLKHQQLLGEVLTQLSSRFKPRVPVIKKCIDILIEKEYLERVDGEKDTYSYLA
# * hit, by the source's call. The list is partial; rates above refer to the full screens.
# Start of the listing, in advance, 2 compounds:
no.	canonical_smiles	RBX1-CUL1 inh
1	CCc1ccc(S(=O)(=O)c2cn(C)c3ccc(C)cc3c2=O)cc1	1
2	Cc1c(C(=O)N2CCOCC2)nnn1-c1ccc(I)cc1	7

# Results (from the top)
no.	canonical_smiles	RBX1-CUL1 inh
1	CCc1ccc(S(=O)(=O)c2cn(C)c3ccc(C)cc3c2=O)cc1	1
2	Cc1c(C(=O)N2CCOCC2)nnn1-c1ccc(I)cc1	7
3	Cc1cccc(NC(=O)c2ccc(CN3CCCCC3)cc2)c1	7
4	c1csc(C(c2cccs2)c2ccc(C(c3cccs3)c3cccs3)s2)c1	0
5	O=C(CCC(F)(F)F)NC1CCCc2nc(N3CCC(CO)CC3)ncc21 (stereo not given)	2
6	COc1nc2c(c(-c3ccc(Cl)cc3Cl)c1C#N)Cc1ccccc1-2	6
7	Fc1ccc(OCCOCCN2CCCC2)cc1	-3
8	O=C(CSc1nc2c([nH]c3ccccc32)c(=O)n1-c1cccc(C(F)(F)F)c1)N1CCc2ccccc21	-1
9	CC(=O)N1CCC2(CC1)OC(=O)C(C)=C2C(=O)NCc1ccc(Cl)cc1	1
10	O=C(NC1CCOC1)c1cc(CN2CCC(Cc3ccccc3)CC2)on1 (stereo not given)	10
11	CCCc1cc(C(=O)NCC2Cc3cc(-c4cccnc4)cc(F)c3O2)n(C)n1 (stereo not given)	-1
12	O=C(c1ccc2oc(Cc3ccccc3)nc2c1)N(CCO)Cc1ccccc1	-1
13	CC1=NN(c2cccc3ccccc23)C(=O)/C1=C\C1C(=O)NC(=O)N(c2cccc(Cl)c2)C1=O (stereo not given)	2
14	COc1cc(Cl)c(C)cc1NC(=O)c1cnc2c(-c3cccc(C)c3)c(C)nn2c1C	9
15	COc1ccc(OCC(=O)NC(=S)Nc2cccc(OC)c2)cc1	-4

# Later entries:
no.	canonical_smiles	RBX1-CUL1 inh
16	CCOC1=CC(=Cc2c(N)n3c(-c4ccccc4Cl)csc3nc2=O)C=CC1=O	13
17	CC1CCN(CC(=O)Nc2ccc(C(C)C)cc2)CC1	11
18	CCC(=O)N1c2ccccc2C(C)(c2ccccc2)CC1(C)C (stereo not given)	3
19	Cc1ccc(Cl)cc1N1CCN(C(=O)c2ccc(CS(=O)(=O)c3ccc(Br)cc3)o2)CC1	-3
20	Cn1nnnc1Sc1c([N+](=O)[O-])cc(C(F)(F)F)cc1[N+](=O)[O-]	-7
21	CCc1ccc(-c2nc3c(c(SCc4ccccc4F)n2)Cc2c(CO)cnc(C)c2O3)cc1	-3
22	COc1ccc(NC(=O)CN(C)S(=O)(=O)c2ccc3c(c2)CCCN3C(C)=O)cc1	-8
23	COc1cc(/C=C2\C(=O)NN(c3ccccc3)C2=O)ccc1OC(C)=O	-4
24	O=C(Nc1ccc(Br)cc1)c1ccc(Br)c(S(=O)(=O)N2CCCCC2)c1	-2
25	Fc1ccc(-c2[nH]ncc2-c2nnnn2-c2ccc(Cl)cc2)cc1F	-3
26	O=C(O)/C=C/c1ccc(OCc2cccc(F)c2)c(Cl)c1	-9
27	CCN1CCN(C(c2ccc(SC)cc2)C2C(=O)C=C(C)N(CCOC)C2=O)CC1 (stereo not given)	-1
28	COc1ccccc1OCCn1cc(C(=S)N2CCCCC2)c2ccccc21	-12
29	CN1CCN(C(=O)CNS(=O)(=O)c2ccccc2)CC1	-1
30	COC(=O)c1cccc(CN2C(=O)SC(Nc3ccccc3C)C2=O)c1 (stereo not given)	-3

# Later entries
no.	canonical_smiles	RBX1-CUL1 inh
31	COc1ccc(C2CC(C(F)(F)F)n3nc(C(=O)NCc4c(C)nn(C)c4C)c(Cl)c3N2)cc1OC (stereo not given)	3
32	OC(c1ccccc1)(c1ccc(F)cc1)c1[nH]ncc1-c1ccc(Cl)cc1 (stereo not given)	2
33	O=C1CCCCN1CCC(=O)N1CCCC(CCc2ccccc2F)C1 (stereo not given)	-1
34	O=c1[nH]c(Cc2csc3ccc(Cl)cc23)nc2ccccc12	22
35	Cc1ccc(CCNC(=O)c2ccc3nc(N4CCC(C)CC4)sc3c2)cc1	-3
36	COc1ccc(OCc2cccc[n+]2C)cc1	-1
37	COc1ccc(CCNC(=O)c2ccc(NS(=O)(=O)c3cc(C)ccc3C)cc2)cc1OC	10
38	CC(C)c1ccc2c(c1)C(=O)Cc1cc(N)ccc1S2	4
39	O=C(c1ccco1)N1CCN(Cc2ccc(Cl)cc2Cl)CC1	-7
40	O=C(Nc1nccs1)c1cc2ccccc2o1	-10
41	O=C(Oc1c(Br)cc(Br)cc1C=Nc1ccc(N2CCNCC2)cc1)c1cccc(F)c1	-2
42	O=C(c1ccccc1NS(=O)(=O)Cc1ccccc1Cl)N1CCCCC1	8
43	CCn1c(CN2CCN(Cc3ccccc3)CC2)nc2ccccc21	-5
44	CCOc1ccc(NC(=O)CSc2nc(C(F)(F)F)cc(=O)[nH]2)cc1	1
45	CCOC(=O)c1c(NC(=O)c2cc3ccccc3oc2=O)sc2c1CCCCCCCCCC2	4

# (continued)
no.	canonical_smiles	RBX1-CUL1 inh
46	CCC(C)NC(=O)c1ccc2c(c1)CCN2S(C)(=O)=O (stereo not given)	-2
47	CCOc1ccc(C(=O)c2oc3ccccc3c2NC(=O)c2cc(-c3ccccc3)on2)cc1	-7
48	CN(C)Cc1c(O)ccc2occ(C(O)c3ccccc3)c12 (stereo not given)	10
49	O=C(CCSc1ccc(Cl)cc1)Nc1ccc(S(=O)(=O)N2CCCC2)cc1	-2
50	CC(C)COC1=CC(C/C=C/CC2C=C(OCC(C)C)CCC2=O)C(=O)CC1 (stereo not given)	0
51	COC(=O)c1ccccc1OC(=O)c1ccccc1F	10
52	OCc1cccc(COC(c2ccccc2)(c2ccccc2)c2ccccc2)n1	4
53	O=C1/C(=C\c2ccccc2)CCC/C1=C\c1ccccc1	-1
54	Cc1ccnc2nc(NC(=O)c3ccccc3Cl)nn12	1
55	O=c1c2ccccc2nc(-c2ccc(Cl)cc2)n1CCCCOc1ccc(F)cc1	0
56	Cc1cc(NC(=O)Nc2ccccc2)no1	3
57	COc1ccccc1CNC(=O)C(=O)NCC(c1ccco1)S(=O)(=O)c1ccc(F)cc1 (stereo not given)	1
58	CC(=O)Nc1ccc(Nc2nc3ccc(C)cc3n3nnnc23)cc1	-1
59	COC(=O)[C@@H]1[C@@H](C(=O)OC)C(c2ccc(OC)cc2)OC1(C(=O)OC)C(=O)OC (stereo not given in full)	-8
60	COc1ccccc1/C=C/CNCc1cccnc1N(C)C	1

# Part of the list above in a different format.
55	O=c1c2ccccc2nc(-c2ccc(Cl)cc2)n1CCCCOc1ccc(F)cc1
  RBX1-CUL1 inh: 0

49	O=C(CCSc1ccc(Cl)cc1)Nc1ccc(S(=O)(=O)N2CCCC2)cc1
  RBX1-CUL1 inh: -2

47	CCOc1ccc(C(=O)c2oc3ccccc3c2NC(=O)c2cc(-c3ccccc3)on2)cc1
  RBX1-CUL1 inh: -7

46	CCC(C)NC(=O)c1ccc2c(c1)CCN2S(C)(=O)=O (stereo not given)
  RBX1-CUL1 inh: -2

# Reformatted field by field: entries from further up
58. CC(=O)Nc1ccc(Nc2nc3ccc(C)cc3n3nnnc23)cc1
  RBX1-CUL1 inh = -1
59. COC(=O)[C@@H]1[C@@H](C(=O)OC)C(c2ccc(OC)cc2)OC1(C(=O)OC)C(=O)OC (stereo not given in full)
  RBX1-CUL1 inh = -8

# Remaining list, next part.
no.	canonical_smiles	RBX1-CUL1 inh
61	Cc1cc(C)n2nc(-c3ccc(Cl)cc3)nc2n1	-1
62	CCOC(=O)c1ccc(-n2c(-c3ccccc3)cc(/C=C3\C(=O)NC(=O)N(C)C3=O)c2-c2ccccc2)cc1	1
63	Cc1ccc(NC(=O)CN2C(=O)c3cccnc3Sc3ccccc32)c(Br)c1	1
64	CCn1c(=O)n(CC)c2cc(N3CCCC3)c(NC(=O)Nc3cc(C)cc(C)c3)cc21	-2
65	Cc1ccc2nc(-c3ccsc3)c(Nc3ccc(C(C)C)cc3)n2c1	-10
66	O=C(CSCc1c(Cl)cccc1Cl)NCc1cccnc1	0
67	COc1ccc(/C=N\NS(=O)(=O)c2ccc(F)cc2)cc1CN1CCSCC1	-10
68	O=C(NCCS(=O)(=O)N1CCN(c2ccc(F)cc2)CC1)C1CC(=O)N(c2ccccc2)C1 (stereo not given)	-1
69	CC(=O)NC(=S)Nc1ccc(S(=O)(=O)NC(C)(C)C)cc1	4
70	Cc1nc2ccccc2n1Cc1n[nH]c(=S)n1-c1ccc(Cl)cc1	5
71	O=C(c1cccc([N+](=O)[O-])c1)N1c2nc(-c3ccco3)nn2C2(CCCCC2)[C@@H]2CCCC[C@@H]21	1
72	O=S(=O)(O)c1nnc2sc3ccccc3n12	-14
73	CSC1=NC(=O)C(C(c2ccc(OC(C)C)cc2)C2C(=O)N=C(SC)NC2=O)C(=O)N1 (stereo not given)	5
74	Cc1ncc(CN2CCCC2c2ccc(C(=O)N3CCCOCC3)s2)s1 (stereo not given)	3
75	S=C(c1ccc2c(c1)OCO2)N1CCCCC1	-3

# Later entries.
no.	canonical_smiles	RBX1-CUL1 inh
76	COc1cccc(CNC(=O)CN(c2ccc(C)cc2)S(=O)(=O)N(C)C)c1OC	-8
77	N#CC1C(=N)Oc2ccc(N)cc2C1c1ccccc1F (stereo not given)	2
78	S=c1oc(C23CC4CC(CC(C4)C2)C3)nn1CNc1ccccc1Cl	-6
79	COc1c(S(=O)(=O)Oc2cc(C)nc3ccccc23)ccc(Cl)c1Cl	12
80	CCCC12CN3CC(CCC)(CN(C1)C3c1cccs1)C2=O (stereo not given)	-1
81	CC1C(=NS(C)(=O)=O)C(=O)N(c2ccccc2)N1C (stereo not given)	0
82	O=C(CSc1nnc(Cc2ccccc2)o1)Nc1ccccc1[N+](=O)[O-]	8
83	CC(C)Oc1c(C2(c3ccccc3)SCCCS2)c(=O)c1=O	3
84	N#Cc1ccc(-c2cccnc2)nc1SCc1ccccc1Cl	6
85	Cc1ccc(C)c(S(=O)(=O)Nc2ccc3sc(C)nc3c2)c1	8
86	CC(C)c1ccc(NC(=O)c2ccc(Cn3nc(N4CCN(c5ccccc5)CC4)ccc3=O)o2)cc1	-7
87	C=CCn1c(-c2ccncc2)nn(CN2CCN(c3ncccn3)CC2)c1=S	13
88	COc1nc2ccccc2cc1/C=N/NC(=O)CC#N	2
89	CC(=O)c1ccc(NC(=O)C(C)Oc2ccccc2C)cc1 (stereo not given)	0
90	COc1ccc(OC)c(/C=N\NC(=O)c2ccc(COc3ccc(C)cc3[N+](=O)[O-])o2)c1	0

# The list goes on:
no.	canonical_smiles	RBX1-CUL1 inh
91	C=Cc1ccccc1/C=C/c1c(C)cc(C)cc1C	-14
92	COc1ccc(N2CCN(C(=O)c3ccc(CS(=O)(=O)c4ccc(Br)cc4)o3)CC2)cc1	-8
93	CC1CCN(S(=O)(=O)c2ccc3c(c2)N(CC(=O)NC(C)C)C(=O)CO3)CC1	-5
94	O=C1C(=O)N(c2ccc(Cl)cc2)C(=S)N1c1ccccc1	-5
95	CC(=O)Nc1cc(Cl)c(-c2ccc([N+](=O)[O-])o2)c(Cl)c1	-3
96	O=C(Nc1ccc(Cl)cc1Cl)c1nn2c(c1Cl)NC(c1cccs1)CC2C(F)(F)F (stereo not given)	2
97	CC1=Nc2cc(C(=O)NC3CCCC3)ccc2Sc2ccc(Cl)cc21	-2
98	O=C(c1ccc(S(=O)(=O)N2CCCC2)cc1)N1CCN(c2ccccc2)CC1	-4
99	Cc1n[nH]c(C)c1CCOc1ccc(F)cc1	4
100	CCOc1ccc(C(C2C(=O)C=C(C)N(CCOC)C2=O)N2CCN(c3ccccc3F)CC2)cc1 (stereo not given)	2
101	CC(C)(C)c1cs[n+](-c2c(Cl)cc(Cl)cc2Cl)n1	-4
102	C(CCCN1CCSC1)CCN1CCSC1	14
103	CC1=Nc2nc(-c3cccnc3)nn2C(c2ccccc2Cl)C1C(=O)Nc1cccnc1 (stereo not given)	6
104	COc1ccc(CN(C)C2CCCN(CCc3ccccc3)C2)cc1O (stereo not given)	4
105	CCOC(=O)N1CCN(C(=O)c2cccn3c(=O)c4sccc4nc23)CC1	-7

# Next section.
no.	canonical_smiles	RBX1-CUL1 inh
106	Cc1cn2c(nc3c2c(=O)n(Cc2ccccc2)c(=O)n3C)[nH]1	-7
107	O=C(NCc1ccccc1)C(=O)NCC(c1ccco1)S(=O)(=O)c1ccc(Cl)cc1 (stereo not given)	-5
108	S=c1[nH]nc(Cn2c(-c3ccccn3)nc3ccccc32)o1	-8
109	CSc1ccc(C(c2ccccc2)C(C(C)=O)C(C)=O)cc1 (stereo not given)	-3
110	O=C(NCc1ccc(Cl)cc1)C1(c2cccs2)CCOCC1	0
111	CC(C)Cn1c(SCc2cccc(F)c2)nc2ccsc2c1=O	-3
112	O=C(Cc1noc2ccccc12)Nc1cccc2ccccc12	-1
113	O=C(NCc1ccncc1)c1ccco1	-3
114	Nc1c(C(=O)Nc2nc(-c3ccccc3)cs2)sc2nc3c(cc12)CCCCCC3	1
115	COCCCNC(=O)COc1ccc(Cl)cc1	-8
116	CCCn1c2ccccc2c2nnc(SC(CC)C(=O)Nc3cc(C)on3)nc21 (stereo not given)	-6
117	Cc1cc(C)c(NC(=O)c2ccc3c(c2)OCO3)c(C#N)c1	-2
118	c1ccc2c(c1)OC(=C1Oc3ccccc3OC13Oc1ccccc1O3)O2	-9
119	COc1cccc(N2CC(NC(=O)c3cccs3)CC2=O)c1 (stereo not given)	-1
120	O=C(O)CCC(=O)Nc1ccc(-c2cn3ccccc3n2)cc1	-6

# Following part.
no.	canonical_smiles	RBX1-CUL1 inh
121	Cc1ccc(/C=C(\C#N)C(=O)Nc2cccc(Br)c2)o1	5
122	CCOc1ccc(CCNC(=O)CSCc2nc(-c3cccc(C)c3)oc2C)cc1OCC	-13
123	Brc1ccc(CN2CCc3nc(Nc4ccccc4)ncc3C2)s1	-10
124	Cc1n[n+](-c2ccccc2)c(C)c2c(C)[nH]c(C)c12	-3
125	Cc1cc(C)nc(SCC(=O)Nc2cc(Cl)cc(Cl)c2)n1	0
126	CC(C)(C)c1ccc(S(=O)(=O)N2CCN(Cc3noc(CCC(=O)N4CCCCC4)n3)CC2)cc1	4
127	O=C(CC(c1ccc(Cl)cc1)S(=O)(=O)c1ccccc1)c1ccco1 (stereo not given)	-1
128	CCN(CC)c1ccc(-c2nc(-c3ccccn3)no2)cc1[N+](=O)[O-]	0
129	Cc1cc(NCCCn2ccnc2)n2c(nc3ccccc32)c1C#N	-4
130	O=C(c1cn(CCN2CCCCC2)nn1)N1CCC(C(O)c2cccs2)CC1 (stereo not given)	4
131	CCN1C(=O)N=C(Cc2cc(C)n(-c3ccc(C)cn3)c2C)C1=O	3

# Source: PubChem BioAssay (Icahn School of Medicine at Mount Sinai)
